High-throughput results from PubChem.
HIV RNase H inh = HIV-1 RT RNase H inhibitors, primary screen, biochemical, fluorescence; Gag-Pol polyprotein (Human immunodeficiency virus type 1 group M subtype B (isolate …; RT-RNase H RNA/DNA duplex cleavage; inhibition, % at 10 µM; hit rate 1.9% among 65,000; in the data active means inhibition above about 50%
RmlCD inh mix = RmlC and RmlD coupled enzyme inhibitors, primary screen, biochemical, 384-well, compound mixtures, retest; RmlC/RmlD coupled enzyme inhibition, 384-well mixture HTS; hit rate 0.39% among 110,000; inhibition, % at 5.5 µM; in the data active means inhibition above about 30%, passing the limit was not always enough; further: strong numbers were not always called active
* marks the source's active call; other numbers are inactive results; x = no result given. Some of the compounds tested; rates above refer to the full screens.

nr | SMILES | HIV RNase H inh | RmlCD inh mix
1 | Cc1nnc2n(-c3ccccc3)c(=O)c3c4c(sc3n12)CCCC4 | -3 | x
2 | CCCCNC(=O)N(C)c1nncnc1C(=O)NC | -4 | 11
3 | Fc1ccc(CSc2ncnc3c2oc2ccccc23)cc1 | -5 | x
4 | COc1ccc(C)cc1NC(=O)CCS(=O)(=O)c1cccc2nonc12 | x | -8
5 | CCOc1cc(/C=C2/C(=O)ON=C2C)ccc1OCc1ccccc1F | x | 4
6 | CCCCOc1ccccc1C1C(C(N)=O)=C(C)Nc2nnnn21 (stereo unspecified) | -2 | 8
7 | O=C(NCCc1ccccc1)c1ccco1 | x | 4
8 | CCCCC(=O)NC1(C(F)(F)F)C(=O)Nc2c1c(=O)n(C)c(=O)n2C (stereo unspecified) | -5 | 17
9 | O=C(Nc1ccn(Cc2ccccc2F)n1)c1ccc(COc2ccc(Br)cc2)cc1 | x | 6
10 | Clc1ccc(NC2(c3nnnn3C3CCCCC3)CCCCC2)cc1 | x | -7
11 | COc1ccc(Cc2nc(-c3ccc(Cl)cc3)no2)cc1 | -29 | 1
12 | CCOC(=O)CCNC(=O)Nc1ccc2nc(C)n(Cc3ccc(Cl)cc3)c(=O)c2c1 | 1 | -11
13 | CC(=O)Nc1ccc(OCC(O)CN2CCN(c3ccccc3Cl)CC2)cc1 (stereo unspecified) | x | -9
14 | Cc1cccc(CN2C[C@]34C=C[C@@H](C[C@@H]3S2(=O)=O)O4)c1 | x | 6
15 | COc1cc(C(=O)O)cc(Br)c1OC1CCCC1 | -1 | 10
16 | Cc1ccc(N=C(NO)c2nonc2N)cc1 | x | -4
17 | O=C(NCc1ccc2c(c1)OCO2)c1cccc(S(=O)(=O)N2CCCCC2)c1 | -29 | 15
18 | CN(C(=O)c1ccc2c(c1)OCO2)C1(C(=O)NC2CCCCC2)CCCCC1 | -9 | -21
19 | COc1cc(C(=O)N2CCN(c3cccc(C)c3C)CC2)cc(OC)c1OC | -12 | -6
20 | CC(C)N(CCc1ccncc1)C(=O)Nc1ccc(Cl)c(Cl)c1 | -21 | -12
21 | COCC(C)NC(=O)CCS(=O)(=O)c1nc(-c2ccc(OC)cc2)cc(C(F)(F)F)n1 (stereo unspecified) | 4 | x
22 | Cc1ccccc1C(=O)Nc1ccc(Br)c(C)n1 | -9 | -9
23 | Cc1cc2c(N=O)c(NO)ccc2[nH]1 | -4 | -95
24 | Cc1nn(C(C)C(=O)N2CCc3ccccc3C2)c(=O)c2cc3occc3n12 (stereo unspecified) | -8 | -11
25 | COc1ccccc1NC(=O)c1cccnc1 | x | -2
26 | COC(=O)COc1cccc2c(=O)n(CC(=O)NCc3ccc(F)cc3)ccc12 | x | 1
27 | NC(=O)c1cccc(S(=O)(=O)N2CCCCC2)c1 | -8 | -6
28 | O=C(NCCCCC(NC(=O)C1CCCCC1)C(=O)O)c1ccccc1 (stereo unspecified) | 6 | -1
29 | COCCCNC(=O)C1CCCN(S(=O)(=O)c2ccc(C)cc2)C1 (stereo unspecified) | x | 6
30 | O=C(CC(SCc1ccco1)c1ccc(O)cc1)c1cccs1 (stereo unspecified) | -16 | -10
31 | Cc1onc(-c2ccccc2)c1C(=O)NCC1CCN(C(=O)c2c(-c3ccccc3)noc2C)CC1 | x | -7
32 | CC(=O)C1=C(C)NC(SCSc2ccccc2)=C(C#N)C1c1cccnc1 (stereo unspecified) | -75 | -1
33 | CN(C(=O)COC(=O)c1ccc2c(c1)OCO2)C1CCS(=O)(=O)C1 (stereo unspecified) | -6 | -2
34 | CCCCN(CC)C(=O)Cn1ncc2c1-c1cc(C)ccc1OC2 | x | -17
35 | CCn1c(SCC(=O)N2CCCC2)nnc1-c1ccc(S(=O)(=O)N2CCCCCC2)cc1 | -7 | 4
36 | Cc1cc(C)n(-c2ccc(Cl)c(C(=O)Nc3ccc(-c4nnc5n4CCCCC5)cc3)n2)n1 | 11 | -13
37 | Cc1cc(=O)n2[nH]c(-c3ccc(F)cc3)nc2n1 | -8 | 68
38 | Cc1ccc2cc3cc(C(=O)NCc4ccco4)oc3nc2c1 | 51* | 34
39 | Cc1ccc(C(=O)NCCn2cc(SCC(=O)N3CCOCC3)c3ccccc32)cc1 | x | 8
40 | CCOc1ccccc1C1CC(c2ccc(F)cc2)Nc2nc(N)nn21 (stereo unspecified) | -4 | -7
41 | Cn1c(=O)cc(SCC(=O)NCCCN2CCOCC2)c2ccccc21 | -9 | 12
42 | CCOC(=O)c1ccccc1NC(=O)c1cncc(Br)c1 | -29 | -6
43 | COc1ccc(N2CC(O)=C(c3nc4ccccc4s3)C2=N)c(OC)c1 | -7 | -16
44 | CCOc1ccccc1OCCOc1ccccc1OC(C)C | x | 24
45 | O=C1c2ccccc2C(=O)N1OCc1cccc(Cl)c1 | x | -10
46 | Cc1ccc(Cn2cc(/C=C/C(=O)O)c(-c3ccccc3)n2)cc1 | x | -16
47 | O=C(CN1C(=O)C2C3C=CC(C3)C2C1=O)Nc1nc(-c2ccccn2)cs1 (stereo unspecified) | x | -40
48 | COc1ccc2nc(SCc3cnc(C)nc3N)[nH]c2c1 | -3 | -7
49 | CCOC(=O)CN1CC23C=CC(O2)C(C(=O)NCc2ccccc2OC)C3C1=O (stereo unspecified) | 0 | 7
50 | O=C(Nc1cnn(Cc2c(Cl)cccc2Cl)c1)c1ccc([N+](=O)[O-])cc1 | x | 5

(listing goes on)
nr | SMILES | HIV RNase H inh | RmlCD inh mix
51 | CC(O)Cc1nsc(NC(=O)c2cccs2)n1 (stereo unspecified) | -11 | -8
52 | Nc1ncnc2c1ncn2[C@@H]1O[C@H](CO)C[C@@H]1O | x | -4
53 | CCCCNC(=O)CCNC(=O)c1ccc(C(C)(C)C)cc1 | x | -9
54 | Cc1cc(C(F)(F)F)nn1CC(=O)Nc1ccc(Br)c2cccnc12 | x | -9
55 | Cc1ccc(C)n1-c1ccc(C(=O)O)cc1 | x | -6
56 | N#Cc1cc(Oc2cccc3cccnc23)c(-n2nnc3ccccc32)cc1C#N | -2 | 3
57 | S=C(Nc1cccc2ccccc12)N1CCN(c2ncccn2)CC1 | x | -7
58 | Cc1nc(=O)c(-c2ccccc2)c(C)n1-c1ccc(S(N)(=O)=O)cc1 | -8 | 20
59 | O=C(NC1CCCCC1)c1ccc2c(c1)S(=O)(=O)c1ccccc1C2=O | x | 9
60 | Cc1ccc(O)c(C(=O)c2cnc3c(c2)CN(C)C(=O)N3)c1 | x | 10

Entries of single compounds, looked up by structure.
Cc1nc(=O)c(-c2ccccc2)c(C)n1-c1ccc(S(N)(=O)=O)cc1 is entered as HIV RNase H inh: -8; RmlCD inh mix: 20
Cc1ccc(C)n1-c1ccc(C(=O)O)cc1 is entered as HIV RNase H inh: x; RmlCD inh mix: -6
S=C(Nc1cccc2ccccc12)N1CCN(c2ncccn2)CC1 is entered as HIV RNase H inh: x; RmlCD inh mix: -7

Next part:
#	canonical_smiles	HIV RNase H inh	RmlCD inh mix
61	CSc1nc2c(ccc3ccccc32)o1	-22	4
62	O=C(c1ccc(S(=O)(=O)N2CCC(c3nc4ccccc4[nH]3)CC2)cc1)N1CCOCC1	-5	5
63	Nc1nc(SCc2c(Cl)cccc2Cl)n[nH]1	x	-4
64	CCOc1ccc(-c2cc(CCCC(=O)N3CCN(c4ccc(OC)cc4)CC3)no2)cc1	19	-15
65	COc1ccc(C(=O)N(Cc2nc(-c3ccc(C)cc3)no2)C2CCCCC2)cc1OC	6	4
66	Cc1ccc(-n2c(C)nc3c(cnn3-c3ccccc3Cl)c2=O)cc1C	x	-13
67	CC1=C(C(=O)NCc2ccccn2)C2(CCC(C)CC2)OC1=O (stereo unspecified)	-5	x
68	COc1ccc(OC)c(NC(=O)C2CCN(S(C)(=O)=O)CC2)c1	9	5
69	CC(C)=CC(=O)OCC(=O)Nc1ccc(Cl)cn1	x	22
70	COc1ccccc1N1CCN(C(c2cccs2)c2nnnn2C2CCCC2)CC1 (stereo unspecified)	7	6
71	Cc1nn(C(=O)N2CCOCC2)c(C)c1CN1C(=O)c2ccccc2C1=O	x	-18
72	CC(NS(C)(=O)=O)C(c1cccs1)N1CCN(c2ccccc2F)CC1 (stereo unspecified)	-1	2
73	Cc1ccc(S(=O)c2ccc(C)cc2)cc1	-17	1
74	CCCC[C@@H]1C[C@H]1[C@@H](NC(=O)c1ccco1)c1ccc(Cl)cc1	x	7
75	COC(=O)Cn1cnc2sc(C)c(S(=O)(=O)N3CCC(C)CC3)c2c1=O	-3	-14

Entries listed so far with a COOH group:
#	canonical_smiles	HIV RNase H inh	RmlCD inh mix
15	COc1cc(C(=O)O)cc(Br)c1OC1CCCC1	-1	10
28	O=C(NCCCCC(NC(=O)C1CCCCC1)C(=O)O)c1ccccc1 (stereo unspecified)	6	-1
46	Cc1ccc(Cn2cc(/C=C/C(=O)O)c(-c3ccccc3)n2)cc1	x	-16
55	Cc1ccc(C)n1-c1ccc(C(=O)O)cc1	x	-6

Next part
#	canonical_smiles	HIV RNase H inh	RmlCD inh mix
76	CCC(C)c1c(O)nc(SCC(=O)Nc2ccccc2)[nH]c1=O (stereo unspecified)	x	-11
77	CC(C)CCN1CC(O)=C(c2nc3ccccc3[nH]2)C1=N	x	6
78	O=C1CC(=O)C(n2cncn2)C(c2ccc(Cl)cc2)C1 (stereo unspecified)	x	6
79	O=c1c2ccsc2ncn1Cc1ccccc1F	x	4
80	COc1ccc(OC)c(-n2c(-c3ccc(C)cc3)n[nH]c2=S)c1	x	2
81	S=C(Nc1ccccc1)Nc1ccc(OCc2ccccc2)cc1	x	-68
82	COCCn1c(SCC(=O)Nc2cc(C)on2)nnc1-c1c[nH]c2ccccc12	3	-6
83	N#Cc1c(N)n[nH]c1CCCN	x	3
84	O=C(NCCN1CCOCC1)c1cc(-c2ccc(Br)cc2)on1	-14	-13
85	CCc1nc2sc3ccccc3c(=O)c2c(=O)n1CCOC	x	-10
86	O=C(CN1CCN(Cc2ccccc2)CC1)N1CCCc2c1c(=O)oc1ccc(O)cc21	-1	x
87	Cc1ccc(Cn2nc(C)c3cc(C(=O)OCC(N)=O)sc32)cc1	x	5
88	CC1=C(C(=O)OC(C)C)C(c2cccs2)N2C(=O)C(C)SC2=N1 (stereo unspecified)	-5	-11
89	O=C(c1ccco1)N(c1ccccn1)c1ccccn1	1	5
90	C/C(=C\c1ccco1)C1Nc2cccc3cccc(c23)N1	23	7
91	COC(=O)C1=C(C)NC2=C(C(=O)CCC2)C1c1ccsc1 (stereo unspecified)	-5	9
92	Cc1cc(NS(=O)(=O)c2ccc(NC(=O)C(C)Oc3ccc4c(C)cc(=O)oc4c3)cc2)no1 (stereo unspecified)	8	-2
93	Cc1ccc(NC(=O)CSC2=Nc3ccccc3C3CC=NN23)c(C)c1 (stereo unspecified)	x	-3
94	CC(C)c1ccc(CNc2ccc(N3CCOCC3)cc2)cc1	-16	-6
95	CC(=O)C1=C(C)NC(=O)NC1c1ccc(OC2CCCC2)cc1 (stereo unspecified)	1	-7
96	O=C(NCCCNC(=O)c1ccccn1)c1ccccn1	-12	2
97	O=C(NC1CCN(Cc2ccccc2)CC1)C1CCN(S(=O)(=O)c2cccc3cccnc23)CC1	2	14
98	CCSc1nnc(Cc2cc(=O)[nH]c(=O)[nH]2)n1-c1cccc(C)c1	-10	12
99	Cc1nc(NC(C)C)c2cnn(CCc3ccccc3)c2n1	x	8
100	COc1cc(NC(=O)c2ccc(CNc3c(N4CCOCC4)c(=O)c3=O)cc2)cc(OC)c1	x	-5
101	COc1ccccc1CO/N=C/NC(=O)c1c(OC)ccnc1Oc1ccc(F)cc1	x	15
102	Cc1cc(C)n2nc(SCC(=O)N(C)c3ccccc3)nc2n1	-1	12
103	CC(SC1=NCCS1)C(=O)Nc1nnc(-c2ccc(F)cc2)s1 (stereo unspecified)	x	10
104	CCC(C)NC(=O)C1CCN(c2nc(C)cc(C)n2)CC1 (stereo unspecified)	-10	-4
105	COc1cccc(-c2nc(CSCC(=O)N3CCc4ccccc43)c(C)o2)c1	3	-1

3 of the compounds above, with values under each structure.
Results follow in this order: HIV RNase H inh	RmlCD inh mix
(4) COc1ccc(C)cc1NC(=O)CCS(=O)(=O)c1cccc2nonc12
    x	-8
(5) CCOc1cc(/C=C2/C(=O)ON=C2C)ccc1OCc1ccccc1F
    x	4
(6) CCCCOc1ccccc1C1C(C(N)=O)=C(C)Nc2nnnn21 (stereo unspecified)
    -2	8

Next structures follow.
#	canonical_smiles	HIV RNase H inh	RmlCD inh mix
106	COc1ccc(-c2nc(C(N)=O)c3[nH]c(=O)n(-c4cccc(Cl)c4)c3n2)cc1OC	43	x
107	CCCC(=O)Nc1cc(-c2nn(C)c(=O)c3ccccc23)ccc1N1CCOCC1	x	-22
108	COc1ccc2[nH]c3c(=O)n(CCCCC(=O)N4CCCC4)c(=S)[nH]c3c2c1	2	-1
109	Cn1cccc1C(=O)C(=O)Nc1cccc(Cl)c1Cl	x	14
110	CCOC(=O)Cc1csc(NC(=O)c2ccc(C)o2)n1	-11	8
111	Cc1ccc(-c2csc(N(CCc3ccccc3)C(=O)COc3ccccc3)n2)cc1	x	-6
112	Cc1cccc(N2CCN(C(=O)c3cc4c(C)nc5ccccc5c4o3)CC2)c1C	-80	x
113	CCc1nc(SCC(=O)NCCc2ccccc2)c2oc3ccccc3c2n1	x	-6
114	CC(C)(C)NCc1ccccc1OCc1cccs1	x	8
115	O=c1cc(C(F)(F)F)[nH]c(=O)n1C1CCCCC1	x	-6
116	c1ccc(CCn2nnnc2C(c2cccnc2)N2CCN(c3ccccc3)CC2)cc1 (stereo unspecified)	-67	-13
117	Cc1[nH]nc2c1C(c1ccsc1C)C(C#N)=C(N)O2 (stereo unspecified)	x	-8
118	Cn1cccc1C(=O)C(=O)Nc1ccc(Cl)cc1	x	3
119	O=C(O)c1ccccc1C(=O)OCCCCOC(=O)c1ccccc1C(=O)O	-4	-12
120	O=C(Cn1cnc2c(nnn2-c2ccccc2)c1=O)NCc1ccc(F)cc1	x	7
121	COc1ccc(CN2C(=O)c3ccccc3C2C(=O)NC2CCCC2)c(OC)c1 (stereo unspecified)	-1	-8
